NCOA2 inhibitor: inhibits human steroid receptor coactivator 2; Q15596; hit rate 0.17% among 370,000; AID 651957; inhibition, % at 9 µM; HEK293 GAL4-SRC2 luciferase reporter, luminescence;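 active = inhibition above the mean inhibition of all tested compounds plus 3 SD, set per campaign, cut at about 52% in these data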;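 also: 0% = DMSO treated cells and 100% = cells given Gossypol at 36 µM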
MC4R ag barr: agonists of human melanocortin 4 receptor (MC4R) beta-arrestin; U2OS MC4R beta-arrestin complementation, luminescence; percent of melanotan II response, DMSO zero; hit rate 0.98% among 360,000; activation, % at 8.9 µM; AID 540308;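 active = activation above a per-plate cutoff, the mean activation of sample wells on that plate plus 3 SD, cut at about 8% in these data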
SRC1 inh: human NCOA1 inhibition | inhibition, % at 3.6 µM | hit rate 0.12% among 360,000 | Q15788 | HEK293 GAL4-SRC1 luciferase reporter, luminescence;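 active = inhibition above the campaign mean plus 3 SD, with each screening campaign given its own cutoff, cut at about 60% in these data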;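 also: 0% = DMSO treated cells and 100% = gossypol at 36 µM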
NR5A2 inv ag: inverse agonists of human LRH-1 (NR5A2); HEK293T StAR-luciferase reporter, LRH-1 transfected, 24 h; inhibition, % at 3.6 µM; hit rate 0.13% among 360,000; AID 602396;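 active = inhibition above the mean inhibition of all tested compounds plus 3 SD, cut at about 73% in these data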;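 also: 0% = DMSO wells and 100% = reporter-only cells lacking LRH-1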
TLR9-MyD88 block: blocks human TLR9 binding to MyD88. AID 504734. Q9NR96+Q99836. CHO BLA complementation TLR9-MyD88, CCF4 FRET ratio. inhibition, % at 4.98 µM. hit rate 0.21% among 340,000;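 active = inhibition above the mean over all tested compounds plus 3 SD, cut at about 21% in these data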;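 also: 0% = DMSO only wells and 100% = clavulanate BLA inhibitor control wells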
MC4R antagonist: blocks human MC4R cAMP signaling; P32245; MC4R-expressing cells, MTII-stimulated cAMP, LANCE TR-FRET; inhibition, % at 6.5 µM; hit rate 0.48% among 360,000;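 active = inhibition above its plate's cutoff, the mean of tested wells on that plate plus 3 SD, cut at about 29% in these data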;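 also: 0% = Melanotan II alone and 100% = Melanotan II plus saturating MCL0020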
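Test system: U2OS cells stably expressing human melanocortin 4 receptor (MC4R); also added: Melanotan II challenge; compound: 6.5 µM single dose; timing: 30-min compound preincubation, 1-h Melanotan II challenge, 1-h detection, room temperature; signal: Eu-cAMP/anti-cAMP TR-FRET, emission 671 nm; repeats: one well per compound, no replicates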
NOD2 RIPK2 PPI: blocks binding of human NOD2 to RIPK2; hit rate 0.38% among 360,000; inhibition, % at 4.98 µM; CHO BLA complementation NOD2-RIPK2, CCF4 ratio; O43353; in the data active = inhibition above about 21%;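 also: 0% = vehicle only and 100% = reference blocker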
EBV LMP1 NFkB: reduces LMP1-driven NF-kappaB luciferase signal; inhibition, % at 12.5 µM; AID 504558; LMP1-induced NF-kappaB luciferase reporter cells, luminescence; hit rate 0.69% among 350,000; in the data active = inhibition above about 41%;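 also: 0% = neutral control wells and 100% = reference inhibitor control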
SRC3 inh: inhibitors of human steroid receptor coactivator 3 (SRC3); HEK293 GAL4-SRC3 luciferase reporter, luminescence; inhibition, % at 3.6 µM; hit rate 0.17% among 360,000; AID 588352;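 active = inhibition above a per-campaign cutoff, the mean of all compounds plus 3 SD, cut at about 60% in these data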;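 also: 0% = DMSO-treated cells and 100% = gossypol-treated cells at 36 µM; higher means less SRC3-driven luciferase light from the GAL4 reporter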
ABHD5-PLIN5 inh: ABHD5-PLIN5 protein interaction inhibition. Q00G26+Q8WTS1. Split G. princeps luciferase complementation, luminescence, 4 h. inhibition, % at 4 µM. hit rate 0.78% among 360,000. AID 602281;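 active = inhibition above the mean inhibition across every tested compound plus 3 SD, cut at about 22% in these data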;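 also: 0% = DMSO only wells and the 100% control is not disclosed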
COUP-TFII inh: blocks human COUP-TFII nuclear receptor; AID 686940; HEK293T NGFI-A luciferase reporter, luminescence; inhibition, % at 8.6 µM; hit rate 0.7% among 370,000; P24468;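 active = inhibition above a per-plate cutoff, mean inhibition of test wells between control levels plus 3 SD, cut at about 38% in these data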;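 also: cells cotransfected with COUP-TFII expression vector driving the NGFI-A reporter; 0% = median of COUP-TF2 test wells and 100% = reporter-only cells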
* = called active by the depositor. An excerpt (hit frequency here may not be typical).

How did CC(=O)Nc1ccc2nc3c(=O)n(C)c(=O)n(C)c3nc2c1 do in these assays?
NCOA2 inhibitor: -22; MC4R ag barr: -0.4; SRC1 inh: -11; NR5A2 inv ag: -8; TLR9-MyD88 block: -9; MC4R antagonist: -11; NOD2 RIPK2 PPI: -10; EBV LMP1 NFkB: 5; SRC3 inh: 14; ABHD5-PLIN5 inh: 3; COUP-TFII inh: 2

What do the screens show for `CCCn1nc(C(=O)NNC(=O)c2ccc(C)c(C)c2)c2ccccc2c1=O`?
NCOA2 inhibitor: 0; MC4R ag barr: -1.2; SRC1 inh: -5; NR5A2 inv ag: 6; TLR9-MyD88 block: 2; MC4R antagonist: 6; NOD2 RIPK2 PPI: -12; EBV LMP1 NFkB: 4; SRC3 inh: 1; ABHD5-PLIN5 inh: 2; COUP-TFII inh: 18

Results for COc1ccc(Nc2c3c(nc4ccc(C)cc24)CCC3)cc1 ?
NCOA2 inhibitor: -1; MC4R ag barr: 0.9; SRC1 inh: -11; NR5A2 inv ag: 6; TLR9-MyD88 block: -5; MC4R antagonist: 1; NOD2 RIPK2 PPI: 9; EBV LMP1 NFkB: 9; SRC3 inh: 10; ABHD5-PLIN5 inh: 3; COUP-TFII inh: 17

How did COc1ccc(CCN(Cc2ccccn2)C(=S)Nc2ccccc2F)cc1OC do in these assays?
NCOA2 inhibitor: -31; MC4R ag barr: 2.1; SRC1 inh: 4; NR5A2 inv ag: -7; TLR9-MyD88 block: -11; MC4R antagonist: 11; NOD2 RIPK2 PPI: 0; EBV LMP1 NFkB: -2; SRC3 inh: 20; ABHD5-PLIN5 inh: -1; COUP-TFII inh: -13

How did O=C(O)c1ccc(S(=O)(=O)c2ccc3c(c2)C(=O)N(NC(=O)c2ccccc2)C3=O)cc1 do in these assays?
NCOA2 inhibitor: -42; MC4R ag barr: -0.6; SRC1 inh: -60; NR5A2 inv ag: -90; TLR9-MyD88 block: -4; MC4R antagonist: 5; NOD2 RIPK2 PPI: -6; EBV LMP1 NFkB: -6; SRC3 inh: -45; ABHD5-PLIN5 inh: -4; COUP-TFII inh: -34

Results for c1ccc(CNC2=NCCCCC2)cc1 ?
NCOA2 inhibitor: -2; MC4R ag barr: -3.3; SRC1 inh: -7; NR5A2 inv ag: 13; TLR9-MyD88 block: 6; MC4R antagonist: 1; NOD2 RIPK2 PPI: -3; EBV LMP1 NFkB: -2; SRC3 inh: 15; ABHD5-PLIN5 inh: 5; COUP-TFII inh: -1

Results for CCCNC(C)(C)COC(=O)c1ccccc1 ?
NCOA2 inhibitor: -15; MC4R ag barr: 1.3; SRC1 inh: -3; NR5A2 inv ag: -21; TLR9-MyD88 block: -2; MC4R antagonist: 10; NOD2 RIPK2 PPI: -10; EBV LMP1 NFkB: -6; SRC3 inh: 16; ABHD5-PLIN5 inh: 11; COUP-TFII inh: -1

What do the screens show for `Cc1ccc2nc(C3CCCCC3)[nH]c2c1`?
NCOA2 inhibitor: -48; MC4R ag barr: -1.1; SRC1 inh: -117; NR5A2 inv ag: -159; TLR9-MyD88 block: -15; MC4R antagonist: 0; NOD2 RIPK2 PPI: 1; EBV LMP1 NFkB: -10; SRC3 inh: -112; ABHD5-PLIN5 inh: -9; COUP-TFII inh: -32

How did CCCCC(CC)C(=O)Nc1ccc(S(=O)(=O)N2CCCC2)cc1 (stereo not given) do in these assays?
NCOA2 inhibitor: 4; MC4R ag barr: 1.9; SRC1 inh: 2; NR5A2 inv ag: 2; TLR9-MyD88 block: 4; MC4R antagonist: 2; NOD2 RIPK2 PPI: -3; EBV LMP1 NFkB: -4; SRC3 inh: 1; ABHD5-PLIN5 inh: -1; COUP-TFII inh: 9

How did O=C1Cc2cc(S(=O)(=O)N3CCN(c4ccc(C(=O)O)cc4)CC3)ccc2N1 do in these assays?
NCOA2 inhibitor: -9; MC4R ag barr: -0.7; SRC1 inh: -33; NR5A2 inv ag: -21; MC4R antagonist: 6; NOD2 RIPK2 PPI: -6; SRC3 inh: -5; ABHD5-PLIN5 inh: -4; COUP-TFII inh: -7

What do the screens show for `Cc1ccc(NC(=O)c2cccc(N3C(=O)C4C5CCC(C5)C4C3=O)c2)c(C)c1` (stereo not given)?
NCOA2 inhibitor: 4; MC4R ag barr: -1.6; SRC1 inh: 5; NR5A2 inv ag: -13; TLR9-MyD88 block: 8; MC4R antagonist: 0; NOD2 RIPK2 PPI: 1; EBV LMP1 NFkB: 8; SRC3 inh: 16; ABHD5-PLIN5 inh: -2; COUP-TFII inh: 8

What do the screens show for `CNS(=O)(=O)c1cc(Br)ccc1S(=O)c1ccccc1C(=O)O` (stereo not given)?
NCOA2 inhibitor: -14; MC4R ag barr: 0.0; SRC1 inh: 4; NR5A2 inv ag: 4; TLR9-MyD88 block: 5; MC4R antagonist: 5; NOD2 RIPK2 PPI: 0; EBV LMP1 NFkB: 7; SRC3 inh: 16; ABHD5-PLIN5 inh: -3; COUP-TFII inh: 5

What do the screens show for `Cc1cccc(C)c1NC(=O)C(c1ccc([N+](=O)[O-])cc1)N(C)C(=O)c1ccccn1` (stereo not given)?
NCOA2 inhibitor: 13; MC4R ag barr: -0.3; SRC1 inh: 4; NR5A2 inv ag: 20; TLR9-MyD88 block: -11; MC4R antagonist: 3; NOD2 RIPK2 PPI: -6; EBV LMP1 NFkB: -8; SRC3 inh: 2; ABHD5-PLIN5 inh: 2; COUP-TFII inh: -9

How did CCOC(=O)C1=C(CC)Nc2ccccc2N=C1N do in these assays?
NCOA2 inhibitor: 13; MC4R ag barr: 0.5; SRC1 inh: 8; NR5A2 inv ag: -3; TLR9-MyD88 block: -7; MC4R antagonist: -2; NOD2 RIPK2 PPI: -9; EBV LMP1 NFkB: -1; SRC3 inh: 16; ABHD5-PLIN5 inh: -1; COUP-TFII inh: -5

What do the screens show for `O=C(COc1ccccc1Cl)Nc1ccc2c(c1)C(=O)NC2=O`?
NCOA2 inhibitor: -24; MC4R ag barr: 3.0; SRC1 inh: -97; NR5A2 inv ag: 0; TLR9-MyD88 block: -10; MC4R antagonist: 4; NOD2 RIPK2 PPI: -3; EBV LMP1 NFkB: 4; SRC3 inh: -29; ABHD5-PLIN5 inh: 1; COUP-TFII inh: -24

What do the screens show for `COc1ccc(-n2c(C)nnc2SCC(=O)NC2CC2)cc1`?
NCOA2 inhibitor: -7; MC4R ag barr: -2.5; SRC1 inh: 0; NR5A2 inv ag: 11; TLR9-MyD88 block: 2; MC4R antagonist: 0; NOD2 RIPK2 PPI: 0; EBV LMP1 NFkB: 7; SRC3 inh: 8; ABHD5-PLIN5 inh: 1; COUP-TFII inh: 22

Results for N/C(=N\c1nc2c(c(=O)[nH]1)CCCC2)Nc1ccccc1 ?
NCOA2 inhibitor: 19; MC4R ag barr: -3.7; SRC1 inh: -18; NR5A2 inv ag: 2; TLR9-MyD88 block: 3; MC4R antagonist: 0; NOD2 RIPK2 PPI: -17; EBV LMP1 NFkB: 11; SRC3 inh: -28; ABHD5-PLIN5 inh: -3; COUP-TFII inh: 9

What do the screens show for `COc1ccc(CCN2C(=O)c3cccnc3C2=O)cc1OC`?
NCOA2 inhibitor: -46; MC4R ag barr: -0.4; SRC1 inh: 4; NR5A2 inv ag: 15; TLR9-MyD88 block: 3; MC4R antagonist: -2; NOD2 RIPK2 PPI: -5; EBV LMP1 NFkB: 9; SRC3 inh: -18; ABHD5-PLIN5 inh: -3; COUP-TFII inh: -22

How did Cc1ccc(C(C)C)c(OCc2n[nH]c(=S)o2)c1 do in these assays?
NCOA2 inhibitor: 2; MC4R ag barr: -2.3; SRC1 inh: 0; NR5A2 inv ag: 10; TLR9-MyD88 block: 1; MC4R antagonist: 4; NOD2 RIPK2 PPI: -2; EBV LMP1 NFkB: 8; SRC3 inh: 6; ABHD5-PLIN5 inh: -10; COUP-TFII inh: 16

What do the screens show for `CS(=O)(=O)c1cnc2c(-c3ccc(F)cc3)cnn2c1N`?
NCOA2 inhibitor: -70; MC4R ag barr: -2.1; SRC1 inh: -126; NR5A2 inv ag: -111; TLR9-MyD88 block: 3; MC4R antagonist: -1; NOD2 RIPK2 PPI: 0; EBV LMP1 NFkB: -19; SRC3 inh: -67; ABHD5-PLIN5 inh: 4; COUP-TFII inh: -33

What do the screens show for `COc1cccc(NC(C)C(=O)Nc2cc([N+](=O)[O-])ccc2Cl)c1` (stereo not given)?
NCOA2 inhibitor: -21; MC4R ag barr: -2.8; SRC1 inh: 0; NR5A2 inv ag: -3; TLR9-MyD88 block: 1; MC4R antagonist: -1; NOD2 RIPK2 PPI: -3; EBV LMP1 NFkB: -4; SRC3 inh: 6; ABHD5-PLIN5 inh: 4; COUP-TFII inh: 10

How did CC(C)(C)n1nc2c(c1NC(=O)c1ccco1)CS(=O)C2 (stereo not given) do in these assays?
NCOA2 inhibitor: -25; MC4R ag barr: 0.5; SRC1 inh: -3; NR5A2 inv ag: 5; TLR9-MyD88 block: 9; MC4R antagonist: 9; NOD2 RIPK2 PPI: 3; EBV LMP1 NFkB: -4; SRC3 inh: 16; ABHD5-PLIN5 inh: 0; COUP-TFII inh: -9

Results for COc1cccc(-c2nnc(NC(=O)Cc3cccs3)s2)c1 ?
NCOA2 inhibitor: -24; MC4R ag barr: 2.9; SRC1 inh: -21; NR5A2 inv ag: -44; TLR9-MyD88 block: 10; MC4R antagonist: 15; NOD2 RIPK2 PPI: 7; EBV LMP1 NFkB: -20; SRC3 inh: -5; ABHD5-PLIN5 inh: 0; COUP-TFII inh: -22

Results for COc1cc2c(c(OC)c1OC)-c1ccc(NC(=O)c3ccccc3)c(=O)cc1[C@@H](NC(C)=O)CC2 ?
NCOA2 inhibitor: -18; MC4R ag barr: 0.6; SRC1 inh: -3; NR5A2 inv ag: 12; TLR9-MyD88 block: 3; MC4R antagonist: -7; NOD2 RIPK2 PPI: -6; EBV LMP1 NFkB: -1; SRC3 inh: 8; ABHD5-PLIN5 inh: 4; COUP-TFII inh: -5

What do the screens show for `COC(=O)CCC(=O)OC1(C)C(=O)C=C2C=C(C3CC3)N(CCc3ccccn3)C=C2C1=O` (stereo not given)?
NCOA2 inhibitor: -12; MC4R ag barr: -1.9; SRC1 inh: 0; NR5A2 inv ag: 10; TLR9-MyD88 block: -1; MC4R antagonist: -8; NOD2 RIPK2 PPI: -21; EBV LMP1 NFkB: -12; SRC3 inh: 10; ABHD5-PLIN5 inh: -6; COUP-TFII inh: -5

How did O=C(CN(C(=O)c1ccc(Cl)cc1)C1CCCCC1)Nc1ccc(Cl)c([N+](=O)[O-])c1 do in these assays?
NCOA2 inhibitor: 3; MC4R ag barr: 3.9; SRC1 inh: -10; NR5A2 inv ag: 4; TLR9-MyD88 block: -7; MC4R antagonist: -4; NOD2 RIPK2 PPI: 2; EBV LMP1 NFkB: 5; SRC3 inh: 6; ABHD5-PLIN5 inh: -3; COUP-TFII inh: 2

Bioassay records (PubChem BioAssay)
